# hiPSC survival = enhancers of human iPSC single-cell survival. hiPSC single-cell survival, ATPlite luminescence; 100% = ROCK inhibitor wells, 0% = DMSO. survival enhancement, % at 20 µM. actives 0.044% (n = 360,000); in the data active means survival enhancement above about 18%;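 further: cells exposed to compounds for 16 hours before the ATP read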
# ABHD5-PLIN5 inh = inhibitors of human ABHD5-perilipin-5 interaction. actives 0.78% (n = 360,000). inhibition, % at 4 µM. Q00G26+Q8WTS1. AID 602281. Split G. princeps luciferase complementation, luminescence, 4 h;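 active means inhibition above the mean inhibition across every tested compound plus 3 SD, cut at about 22% in these data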;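 further: 0% = DMSO only wells and the 100% control is not disclosed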
# aDG glyco act = increases alpha dystroglycan glycosylation; Pro5-aDG cells, alpha-DG glycosylation AlphaScreen (IIH6); 0% Pro5, 100% B10-LARGE cell signal; activation, % at 10 µM; actives 0.22% (n = 360,000); AID 624168;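 active means activation of at least 8% versus controls, or a plate z-score of at least 8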;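 further: Pro5 are CHO cells carrying HIG-tagged alpha-DG that lacks glycosylation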
# Exocytosis inh = blocks lytic granule exocytosis; actives 0.66% (n = 360,000); TALL-104 LAMP-1 surface exposure, flow cytometry; cells stimulated with thapsigargin and PMA; inhibition, % at 10 µM;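 active means inhibition above about 55%, limit read from the data; inconclusive means no clear call, values can overlap the other calls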
# MC4R antagonist = blocks human MC4R cAMP signaling | P32245 | MC4R-expressing cells, MTII-stimulated cAMP, LANCE TR-FRET | inhibition, % at 6.5 µM | actives 0.48% (n = 360,000) | AID 540295;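 active means inhibition above its plate's cutoff, the mean of tested wells on that plate plus 3 SD, cut at about 29% in these data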;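 further: 0% = Melanotan II alone and 100% = Melanotan II plus saturating MCL0020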
# Target sequence (P32245 whole entry, looked up): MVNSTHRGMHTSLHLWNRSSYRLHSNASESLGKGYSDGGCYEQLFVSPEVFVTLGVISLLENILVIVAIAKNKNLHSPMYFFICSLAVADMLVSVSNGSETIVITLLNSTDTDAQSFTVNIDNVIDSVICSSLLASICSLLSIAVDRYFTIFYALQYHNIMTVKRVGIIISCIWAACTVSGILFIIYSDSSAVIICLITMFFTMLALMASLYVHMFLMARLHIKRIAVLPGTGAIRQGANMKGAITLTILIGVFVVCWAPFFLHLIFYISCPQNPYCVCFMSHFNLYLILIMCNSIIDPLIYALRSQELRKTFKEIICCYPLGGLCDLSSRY
#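 System: U2OS-MC4R stable cell line; Technique: Eu-cAMP/anti-cAMP TR-FRET, emission 671 nm; Repeats: single well per compound; Also added: Melanotan II; Dosing: one concentration, 6.5 µM nominal; Schedule: 30-min compound, 1-h challenge, 1-h detection, room temperature.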
# ABCB6 inh MLPCN = blocks the human ABCB6 transporter. AID 602162. K562-ABCB6 porphyrin accumulation, flow cytometry, 1 h; hits give low values. actives 0.19% (n = 360,000). fluorescence ratio to DMSO, % at 10 µM. Q9NP58;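 active means fluorescence ratio to DMSO below 75%, the collection mean minus 3 SD; inconclusive means too few cells collected in the well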;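 further: signal is porphyrin accumulated inside mitochondria; 100% equals median channel fluorescence of DMSO control wells; lower ratio means ABCB6 inhibition with less porphyrin fluorescence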
# N-glyco inh = N-linked glycosylation inhibition; D54 ERlucT glycosylation luciferase reporter, 24 h; percent of 100 nM tunicamycin response; reporter increase, % at 12.5 µM; actives 0.23% (n = 360,000);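 active means mean luciferase reporter signal, scaled so untreated is 0 and the glycosylation-blocking control 100, at or above a set limit in every replicate; inconclusive means mean reaches the limit but not every replicate does; inactive means mean below the limit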;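 further: luciferase carries N-glycosylation sites so blocking glycosylation raises the light; 0% = median of neutral control wells and 100% = median of 100 nM tunicamycin wells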
# HTR2A ag = agonists of mouse serotonin 5-HT2A receptor (HTR2A). CHO-K1 mHTR2A beta-arrestin complementation, luminescence; percent of 30 µM serotonin response. actives 0.66% (n = 360,000). activation, % at 7.6 µM. AID 624169. P35363;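 active means activation above a run cutoff, the mean activation of all tested compounds plus 3 SD, cut at about 14% in these data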;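 further: 0% = plate median of compound wells and 100% = 30 µM serotonin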
# Target sequence (P35363 whole entry, looked up): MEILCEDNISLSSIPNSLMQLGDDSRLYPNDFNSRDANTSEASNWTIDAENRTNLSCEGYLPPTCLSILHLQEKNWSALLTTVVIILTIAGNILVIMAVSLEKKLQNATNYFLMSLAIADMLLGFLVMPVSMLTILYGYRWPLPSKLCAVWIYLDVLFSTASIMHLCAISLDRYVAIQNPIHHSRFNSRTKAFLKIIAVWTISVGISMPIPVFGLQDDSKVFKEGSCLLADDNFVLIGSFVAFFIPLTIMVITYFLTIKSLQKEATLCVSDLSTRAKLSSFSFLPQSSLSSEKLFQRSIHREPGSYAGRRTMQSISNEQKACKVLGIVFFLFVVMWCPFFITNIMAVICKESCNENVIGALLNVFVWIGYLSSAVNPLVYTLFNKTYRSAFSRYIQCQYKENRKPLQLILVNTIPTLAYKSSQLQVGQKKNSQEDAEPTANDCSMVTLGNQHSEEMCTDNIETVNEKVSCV
# MC4R ag barr = agonists of human melanocortin 4 receptor (MC4R) beta-arrestin; P32245; U2OS MC4R beta-arrestin complementation, luminescence; percent of melanotan II response, DMSO zero; activation, % at 8.9 µM; actives 0.98% (n = 360,000);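 active means activation above a per-plate cutoff, the mean activation of sample wells on that plate plus 3 SD, cut at about 8% in these data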
# H9c2 protect = protects H9c2 cardiomyocytes from peroxide injury; H2O2 injury protection, ATPLite, 2 h; protection from H2O2 cell death, % at 20 µM; actives 0.63% (n = 360,000);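 active means compounds giving at least 50% protection of heart cells from peroxide-induced death in the single-dose screen, raw or plate-pattern-corrected value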;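 further: 0% = DMSO wells with peroxide and 100% = DMSO wells without peroxide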
# * = called active by the depositor; ? = inconclusive; . = not tested or not shown.
# Sequence of screens – hiPSC survival	ABHD5-PLIN5 inh	aDG glyco act	Exocytosis inh	MC4R antagonist	ABCB6 inh MLPCN	N-glyco inh	HTR2A ag	MC4R ag barr	H9c2 protect
- COc1cccc(CNC(=O)Cc2c(C(=O)O)[nH]c3ccccc23)c1
  1.5	-2	0.1	0	3	102	3	2	0.1	0
- CC1(C)CSC(=S)N1S(=O)(=O)c1ccccc1
  3.8	-9	-0.3	2	3	104	1	-7	-1.9	-8
- Cc1c(C(=O)OCC(C)(C)CN(C)C)oc2ccccc12
  -2.8	4	0.0	4	9	94	-2	-5	1.5	2
- CC(=O)N1c2ccc(S(=O)(=O)NCC3CCC(C(=O)Nc4cccc(C)n4)CC3)cc2CC1C (stereo unspecified)
  0.6	5	1.2	6	12	95	0	1	-3.0	-9
- CCCCn1c(SCC(=O)NC(C)CC)nc2ccc(N3CCOCC3)cc2c1=O (stereo unspecified)
  -0.4	1	0.2	3	19	97	4	1	0.2	3
- O=c1c(S(=O)(=O)c2ccc(Cl)cc2)cn(Cc2ccccc2F)c2ccc(F)cc12
  8.2	1	-0.5	1	8	91	-4	-7	0.4	-8
- CCc1ccccc1NC(=O)CN(C)C(=O)Cn1cc(C(F)(F)F)cc(Cl)c1=O
  -1.1	8	0.0	-1	-4	106	0	5	0.6	6
- CC1(c2ccc(Cl)cc2)NC(=O)N(CC(=O)NC(=O)NCc2ccco2)C1=O (stereo unspecified)
  0.2	8	0.0	-11	7	90	1	3	-0.6	12
- O=C(CN1CCN(Cc2ccccc2)CC1)N=Nc1c(O)[nH]c2ccccc12
  -1.3	4	0.0	12	-7	88	-3	-1	-0.4	-1
- Cc1cc(-n2c(C)cc(C(=O)CSc3nncn3C)c2C)no1
  0.4	-6	-0.1	-1	0	96	-2	-1	-0.6	5
- C=CCn1c(SCC(=O)c2cc(C)n(CC3CCCO3)c2C)nnc1-c1ccccc1 (stereo unspecified)
  -4.5	-5	-0.1	-3	1	?	-3	1	-0.1	1
- COc1ccc(NC(=O)c2cc(-c3ccccc3)oc2C)cc1
  -0.8	1	-0.1	-4	0	100	2	-2	0.9	-8
- COc1ccc(Nc2ncnc3scc(-c4ccc(OC)cc4)c23)cc1
  -0.7	3	0.2	22	-13	100	2	0	-4.1	14
- Nc1nc(N)c2c(n1)CN(Cc1ccc(Cl)cc1)C2
  -0.4	2	-0.3	-2	1	98	-5	-5	-0.7	6
- COc1ccc(/C=N\NC(=O)c2cc(O)c(O)c(O)c2)cc1CN1CCN(c2ccc(F)cc2)CC1
  0.3	22*	-0.3	-4	-5	102	-1	-3	0.1	11
- O=C(CN1C(=O)NC2(CCc3ccccc32)C1=O)c1c[nH]c2ccccc12 (stereo unspecified)
  -0.1	14	-0.4	-4	4	105	7	7	-2.7	5
- O=C(C1CCCN(Cc2ccccc2F)C1)N1CCCC1 (stereo unspecified)
  0.1	-1	0.0	-3	19	95	-1	4	-0.1	7
- CNC(=S)NNC(=O)c1sccc1OCc1ccc(Cl)cc1Cl
  -2.1	0	0.3	5	4	96	0	4	-1.2	0
- CCSc1nnc(NC(=O)c2cc(-c3ccc(C)c(C)c3O)n[nH]2)s1
  -1.7	4	0.2	7	-5	97	1	-1	-2.1	-2
- COc1ccc(CCNC(=O)[C@H](C)N2C(=O)N3CCc4c([nH]c5ccccc45)[C@@]3(C)C2=O)cc1OC
  -2.4	2	-0.2	-2	4	105	-4	-2	-2.3	-5
- CC(C)CCNC(=O)C(c1ccco1)N(Cc1cccs1)C(=O)Cn1nnc2ccccc21 (stereo unspecified)
  -2.7	-3	0.4	23	-1	113	-1	-4	-1.0	11
- CCOC(=S)SCC(=O)Nc1nc(-c2ccc(Br)cc2)cs1
  -2.5	-2	0.4	2	2	95	11	0	-1.3	-13
- CC1=[N+](C)c2ccc3ccccc3c2C1(C)C
  -5.0	-15	-0.6	-6	-1	422	3	-8	-0.9	-35
- CCOc1cc(/C=C2/C(=N)N3C(=NC2=O)SN=C3S(=O)(=O)CC)ccc1OC(=O)c1ccco1
  -0.6	-6	-0.1	-2	-3	99	2	5	-3.1	0
- O=C(CSc1ccc(Cl)cc1)NC(=O)c1ccccc1
  -0.8	7	-0.1	-2	2	99	1	-2	0.3	18
- Cc1cc(C)c(C#N)c(SCc2cn3c(C)cccc3n2)n1
  0.4	-1	-0.1	1	-8	98	1	2	-1.2	11
- O=C(O)[C@@H]1CCCN(S(=O)(=O)c2cccc3cccnc23)C1
  -1.9	5	0.2	-15	8	91	0	-3	-0.1	4
- CCCCn1c(=O)[nH]c(=O)c2c1nc(-c1ccc(C#N)cc1)n2C1CCCC1
  -1.7	1	0.0	-1	29*	86	0	2	0.3	-2
- CCOc1ccc(CN(C(=O)c2cc3ccccc3oc2=O)C2CCS(=O)(=O)C2)cc1 (stereo unspecified)
  -0.4	1	-0.1	-6	8	95	-1	0	-0.6	-6
- CCN(CC)CCNC(=O)c1ccc(CS(=O)(=O)c2ccc(Br)cc2)o1
  -1.9	-9	-0.1	-3	6	102	1	-3	-1.6	3
- O=C(Cn1c(=O)c2c3c(sc2n(Cc2ccccc2)c1=O)CCCC3)NCCO
  0.6	-3	-0.1	-2	17	91	0	6	-0.4	-1
- CCCCn1c(=O)c2c(nc3n2CCCN3Cc2ccccc2)n(C)c1=O
  -0.3	-1	0.0	-12	4	98	1	3	-2.5	10
- CC(C)(C)OC(=O)N(CCc1ccccc1)Cc1ccccc1OCc1ccc(NC(=O)C2CCC2)cc1
  5.9	6	-0.1	-2	5	95	-14	5	-0.3	-3
- CCCCc1cc(=O)oc2c(CN(C)C)c(O)c(Cl)cc12
  -2.2	-3	-0.4	-2	4	102	-2	-7	-1.3	10
- CCN(CCn1cccn1)Cc1cn[nH]c1-c1cccc2ccccc12
  -0.3	-5	0.0	26	5	98	0	-1	-1.9	0
- COc1ccc(CN2CCN(C(=O)Cn3nc(C)n4cccc4c3=O)CC2)c(OC)c1OC
  0.2	5	0.0	5	16	99	1	7	-1.6	-1
- O=C(NCc1ccc(F)cc1)c1cc(S(=O)(=O)N2CCCCC2)c[nH]1
  1.8	-4	-0.1	0	-5	103	-2	-6	0.1	2
- CCc1cccc2c(C(=O)COC(=O)[C@@H]3CC(O)CN3S(=O)(=O)c3ccccc3[N+](=O)[O-])c[nH]c12 (stereo partly specified)
  3.1	3	-0.4	-6	8	99	-2	-6	-0.8	23
- COc1ccc(NC(=O)CN(C)C(=O)c2ccc(NS(=O)(=O)c3ccc4[nH]c(=O)[nH]c4c3)cc2)cc1
  0.3	8	0.3	-8	17	91	3	2	-1.9	-3
- COc1ccc([C@@H]2CC(=O)c3c(O)cc(O[C@@H]4O[C@H](CO[C@@H]5O[C@@H](C)[C@H](O)[C@@H](O)[C@H]5O)[C@@H](O)[C@H](O)[C@H]4O)cc3O2)cc1O
  5.7	-8	-0.2	0	1	102	1	2	0.9	2

# 3 compounds out of the list above, ordered by the number in ABCB6 inh MLPCN, highest first:
SMILES | ABCB6 inh MLPCN
CCc1cccc2c(C(=O)COC(=O)[C@@H]3CC(O)CN3S(=O)(=O)c3ccccc3[N+](=O)[O-])c[nH]c12 (stereo partly specified) | 99
CCN(CCn1cccn1)Cc1cn[nH]c1-c1cccc2ccccc12 | 98
CC(C)(C)OC(=O)N(CCc1ccccc1)Cc1ccccc1OCc1ccc(NC(=O)C2CCC2)cc1 | 95

# (listing goes on)
# Sequence of screens – hiPSC survival	ABHD5-PLIN5 inh	aDG glyco act	Exocytosis inh	MC4R antagonist	ABCB6 inh MLPCN	N-glyco inh	HTR2A ag	MC4R ag barr	H9c2 protect
- Cc1cccc(-c2cccc(NC(=O)C3CCCN(C(=O)c4csc(C)n4)C3)c2)c1 (stereo unspecified)
  -0.5	1	0.7	5	15	102	0	-11	-0.3	-1
- Cc1ccccc1NC(=O)CCCCCN1C(=O)[C@@H]2Cc3ccccc3CN2C1=O
  -0.6	2	0.0	13	0	97	6	2	-2.1	8
- Cn1cccc1/C=C(\C#N)C(N)=S
  0.3	6	0.2	1	-12	97	-1	-4	1.1	6
- CN(C)S(=O)(=O)c1ccc(C(=O)NCC[N+]2(C)CCCCCC2)o1
  -0.3	-4	-0.1	-5	6	94	2	0	-3.1	3
- CSc1ccc(/C=C/C(=O)OCC(=O)N2CCN(S(=O)(=O)c3ccc(C)cc3C)CC2)cc1
  -1.2	6	0.8	4	-1	97	-2	24*	-2.5	-16
- COc1ccc(NC(=S)N2CCC3CC2c2cc(-c4ccc5c(c4)OCO5)ccc23)c(OC)c1 (stereo unspecified)
  -1.3	3	-0.3	-1	.	87	-3	5	.	-1
- COc1ccc(S(=O)(=O)NN(C)c2ncc(C(F)(F)F)cc2Cl)cc1
  2.4	-4	-0.4	1	4	102	0	-3	-0.3	0
- Cc1ccccc1NC(=O)c1cc2ccccc2o1
  -0.7	-1	0.0	-4	-9	100	-2	-5	-0.1	-4
- Cc1ccc2c(c1)N(CCCC(=O)NCc1cccnc1)C(=O)CO2
  2.0	9	0.0	4	8	103	0	8	-0.9	-3
- O=C(NC1CCCc2ccccc21)C1CCN(S(=O)(=O)c2cnc[nH]2)CC1 (stereo unspecified)
  -0.2	0	0.3	0	5	97	-1	0	-0.9	2
- CCOc1ccc(-c2c(=O)n(O)c3ccccc3[n+]2[O-])cc1
  -0.3	-1	-0.2	8	7	92	2	1	-2.4	-1
- C/C(=N/Nc1nc(-c2ccccc2)c(CC(=O)O)s1)c1ccccc1
  -0.6	-3	0.3	1	-4	96	2	2	-1.0	-8
- Fc1ccc(-n2nnc(-c3nccs3)n2)cc1
  -2.8	-16	0.1	8	-4	99	-13	-2	-0.5	-10
- CCCCC(=O)NCCc1cc2ccc(OC)cc2[nH]c1=O
  -0.2	1	-0.4	2	-5	102	1	2	-0.9	0
- Cc1sc2ncnc(NCCCn3ccnc3)c2c1C
  -1.1	-3	0.0	1	-3	97	-3	2	-0.8	-3
- COc1ccc(NC(=O)CCCn2nc(C)c3c(C)n(-c4ccccc4)nc3c2=O)cc1OC
  0.5	-5	0.0	-4	-2	105	2	2	-1.3	-2
- CC(O)Cn1nc([N+](=O)[O-])nc1N (stereo unspecified)
  0.9	-2	-0.1	-4	-1	106	0	7	-1.5	4
- CCCCN(CCCC)CCNC(=O)CN1C(=O)COc2ccc(S(=O)(=O)N3CCOCC3)cc21
  -0.5	-2	0.2	6	-6	99	0	3	-1.2	0
- CN1C(=O)C2C(c3ccc(N(C)C)cc3)NN(Cc3ccccc3)C2C1=O (stereo unspecified)
  0.3	-2	-0.5	-1	9	109	0	1	-2.1	-4
- OCc1cccc(-c2cnc3c(Nc4cccc(OC(F)(F)C(F)F)c4)nccn23)c1
  0.2	-4	0.3	-3	9	95	2	-1	-0.7	-8
- COc1ccccc1-c1cc(C(=O)O)c2c(=O)n(C)c(=O)n(Cc3ccccc3)c2n1
  0.1	0	-0.1	-10	1	91	4	5	-0.7	3
- CCOc1cc2[nH]c(=S)n(CCCC(=O)NCc3ccco3)c(=O)c2cc1OCC
  -1.8	0	-0.1	-4	-2	103	0	-5	-0.8	5
